# OX1R FRET antag: antagonists of human orexin 1 receptor (OX1R). 330,000 tested, 1.8% active. inhibition, % at 6.6 µM. OX1R-expressing cells, FRET antagonist read-out; in the data active = inhibition mostly above about 38%, no sharp cut-off; inactive = mostly below about 40%;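 note: 0% = agonist challenge alone and 100% = reference antagonist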
# Target sequence (O43613 whole entry, looked up): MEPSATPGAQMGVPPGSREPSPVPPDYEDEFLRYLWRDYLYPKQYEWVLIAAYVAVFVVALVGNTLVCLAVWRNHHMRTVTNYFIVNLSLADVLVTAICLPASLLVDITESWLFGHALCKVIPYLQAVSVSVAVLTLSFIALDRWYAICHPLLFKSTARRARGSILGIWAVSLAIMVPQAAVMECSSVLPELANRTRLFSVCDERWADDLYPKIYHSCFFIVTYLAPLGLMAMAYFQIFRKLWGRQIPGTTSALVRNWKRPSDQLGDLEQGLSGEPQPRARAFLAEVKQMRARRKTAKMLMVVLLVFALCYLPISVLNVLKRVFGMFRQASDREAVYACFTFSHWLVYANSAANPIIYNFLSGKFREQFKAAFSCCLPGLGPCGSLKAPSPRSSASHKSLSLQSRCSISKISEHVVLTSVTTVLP
# STK33 kinase inh: inhibitors of human STK33 kinase | Q9BYT3 | purified STK33, MBP phosphorylation, ADP-Glo luminescence | inhibition, % at 10 µM | 320,000 tested, 0.073% active;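 active = inhibition at or above 25%, using the most active replicate where run in duplicate; inactive = inhibition below 25%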
# Target sequence (Q9BYT3 whole entry, looked up): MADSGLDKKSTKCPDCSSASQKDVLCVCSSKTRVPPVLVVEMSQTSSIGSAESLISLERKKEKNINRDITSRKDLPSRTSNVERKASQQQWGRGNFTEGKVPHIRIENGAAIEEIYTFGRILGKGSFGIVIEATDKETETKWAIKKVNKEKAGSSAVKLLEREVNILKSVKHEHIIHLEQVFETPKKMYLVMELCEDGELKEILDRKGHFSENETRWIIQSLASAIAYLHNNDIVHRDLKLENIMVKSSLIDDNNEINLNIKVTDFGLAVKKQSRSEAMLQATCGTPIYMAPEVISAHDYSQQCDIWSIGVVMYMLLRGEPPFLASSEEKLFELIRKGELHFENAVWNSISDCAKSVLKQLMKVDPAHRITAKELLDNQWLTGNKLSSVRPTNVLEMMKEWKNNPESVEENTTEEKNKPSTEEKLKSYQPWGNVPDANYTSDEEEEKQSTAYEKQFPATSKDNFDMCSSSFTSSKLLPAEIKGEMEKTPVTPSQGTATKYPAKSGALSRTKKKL
# Numbers without * were called inactive; / = no result given.
SMILES,OX1R FRET antag,STK33 kinase inh
COc1cc(NC(=O)C(c2ccccc2)c2ccccc2)c(C(=O)O)cc1OC,-1,2.3
CC(=O)c1ccc(OC(=O)CCc2ccccc2)cc1,10,-1.0
O=C(Nc1ccccc1)C1CC(O)CN1S(=O)(=O)c1ccc([N+](=O)[O-])cc1 (stereo unspecified),26,-2.8
CCOC(=O)CN(C(=O)c1ccccc1)c1ccccc1C,11,-2.4
Cc1cc(NC(=O)CC(C)C)c(=O)n(Cc2c(F)cccc2Cl)c1,26,-0.4
CN(C)S(=O)(=O)c1cccc(C(=O)NCC2(N3CCOCC3)CCCCC2)c1,11,-0.8
CC(C)c1nc2cc(C(=O)NC(C)c3cnn(C)c3)ccc2o1 (stereo unspecified),14,-1.4
Cc1c(Cc2ccccc2)c(=O)oc2cc(OCC(=O)c3ccccc3)ccc12,8,-1.2
CCOc1cc(N2CCOCC2)c(OCC)cc1NC(=O)CSc1ncccc1C(=O)O,22,-0.5
CCOc1ccc(C(=O)NC(C(=O)NCc2ccccn2)C(C)C)cc1 (stereo unspecified),30,0.0
NC(N)=N/N=C/c1ccc(Cl)c([N+](=O)[O-])c1,45,0.3
C[C@H](CO)N1C[C@H](C)[C@@H](CN(C)C(=O)Nc2ccccc2)Oc2ccc(NC(=O)Nc3ccccc3)cc2C1=O,1,-1.6
COc1ccc2[nH]c3c(c2c1)CCN1C(=O)C(CC(=O)NCc2cccc(C(F)(F)F)c2)C[C@H](C(=O)N(C(C)C)C(C)C)[C@@]31C (stereo partly specified),7,/
COc1ccc(OC)c(NC(=O)c2ccc(Cl)cc2)c1,7,0.6
Cc1cnc2cc([N+](=O)[O-])ccc2n1,101*,-1.3
COC(=O)c1cccc([N+](=O)[O-])c1CS(=O)(=O)c1ccc(C)cc1,26,-0.7
CCOC(=O)Nc1ccc2c(c1)N(C(=O)CN(CC)CC)c1ccccc1C=C2,9,1.2
CC(=O)N1CCC2(CC1)C(C#N)=C(N)Oc1n[nH]c(C)c12,13,0.0
Cc1cc(OCC(=O)N(C)c2c(N)n(Cc3ccccc3)c(=O)[nH]c2=O)c(C(C)C)cc1Cl,10,-0.3
Cc1ccc2nc(SC(C)C(=O)Nc3cccc([N+](=O)[O-])c3)[nH]c2c1 (stereo unspecified),28,-1.1
Cc1cccc(C)c1NC(=O)CN(C)CC(=O)Nc1ccccc1Oc1ccccc1,21,-1.1
COc1cc(NC(=O)C2CCCN2S(=O)(=O)c2ccc3c(c2)CCC(=O)N3)cc(OC)c1 (stereo unspecified),21,-1.0
CC(C)=C1C2CCC1C1C(=O)N(c3nc(-c4ccc(C(C)C)cc4)c(C)s3)C(=O)C21 (stereo unspecified),22,0.3
Cc1ccc(S(=O)(=O)N2CCOCC2)cc1NC(=O)C1=NN(c2ccccc2)C(=O)CC1,15,0.1
C/C(=N\NC(=O)C1CCCC1)c1ccc(Cl)cc1Cl,/,1.5

# (next part)
SMILES,OX1R FRET antag,STK33 kinase inh
Cc1cc(C(=O)COC(=O)CC2Sc3ccccc3NC2=O)c(C)n1-c1ccc2c(c1)OCO2 (stereo unspecified),25,1.2
CC(CN1CCOCC1)OC(=O)CCc1ccccc1 (stereo unspecified),20,-0.6
Cc1ccc(C(=O)N/C(=C\c2cn(S(=O)(=O)N(C)C)c3ccccc23)C(=O)NCCCN2CCOCC2)cc1,1,-0.6
Cn1c(=O)[nH]c2nnc(-c3ccc(Cl)c(Cl)c3)nc2c1=O,17,-3.1
Clc1ccc(-c2csc(-c3ccno3)n2)cc1,9,-1.4
Cc1c(C(=O)O)cccc1-c1ccc(/C=N/n2cnnc2)o1,22,-1.4
CCC1CCCCN1C(=O)CSc1nnc2nc(C)cc(C)n12 (stereo unspecified),2,-1.8
COc1ccc(/C=C/C=C2\N=C(SC)SC2=O)cc1,9,-1.8
CC(=O)Nc1cc[n+](CC(=O)c2ccc(Cl)cc2)cc1,2,-0.5
CCOCCOC(=O)c1[nH]c2c(c1C)C(=O)CC(c1cc(OC)c(OC)c(OC)c1)C2 (stereo unspecified),6,2.5
CCN(c1ccc(C)cc1)S(=O)(=O)c1nnc(NC(=O)c2ccco2)s1,17,-1.0
COc1ccc(C(=O)NCc2ccccc2C)cc1S(=O)(=O)NC1CCCC1,9,0.2
COc1ccc(S(=O)(=O)N2CCOCC2)cc1NC(=O)Cc1ccccc1Cl,19,-0.1
COCCC(=O)N1CCC(Oc2ccc(C(=O)NCc3cccc(C)n3)cc2)CC1,5,-1.6
Cc1ccccc1NC(=O)N1CCC(C(=O)c2ccc(F)cc2)CC1,9,-1.0
O=C(CCN1CCN(C/C=C/c2ccccc2)CC1)Nc1cccc(F)c1,10,-2.0
CCCn1c(N/N=C(C)\C=C\c2ccccc2)nc2c1c(=O)[nH]c(=O)n2C,21,-0.5
Cn1c(=O)c2c(nc(CN3CCc4ccccc4C3)n2Cc2ccc(F)cc2)n(C)c1=O,13,-0.1
Cc1ccc(SC[C@H](c2ccccc2)N2CCN(CCc3ccccc3)CCC2=O)cc1,13,-1.4
Cc1ccsc1/C=N/NC(=O)Cc1ccc([N+](=O)[O-])cc1,37,-0.2
CC(NC(=O)Cc1ccc(S(=O)(=O)N2CCCCC2)cc1)c1ccccc1 (stereo unspecified),-1,-0.5
Nc1nnn(CC(=O)N/N=C/c2ccc(Cl)cc2Cl)n1,6,-0.5
C[C@H](CO)N1C[C@H](C)[C@@H](CN(C)C(=O)Nc2ccccc2)Oc2ccc(NC(=O)c3ccncc3)cc2C1=O,-4,/
CN1CCOc2cc(S(=O)(=O)NCc3ccc(S(N)(=O)=O)cc3)ccc21,6,0.3
CC1=C(C(=O)OCC2CCCO2)C(c2ccsc2)C2=C(CC(C)(C)CC2=O)N1 (stereo unspecified),11,0.0

# Some of the entries above in another layout.
CC(CN1CCOCC1)OC(=O)CCc1ccccc1 (stereo unspecified)
  OX1R FRET antag: 20
  STK33 kinase inh: -0.6
Cc1ccc(C(=O)N/C(=C\c2cn(S(=O)(=O)N(C)C)c3ccccc23)C(=O)NCCCN2CCOCC2)cc1
  OX1R FRET antag: 1
  STK33 kinase inh: -0.6
Cn1c(=O)[nH]c2nnc(-c3ccc(Cl)c(Cl)c3)nc2c1=O
  OX1R FRET antag: 17
  STK33 kinase inh: -3.1
Clc1ccc(-c2csc(-c3ccno3)n2)cc1
  OX1R FRET antag: 9
  STK33 kinase inh: -1.4

# Record cards, from the list above.
# Listed for `NC(N)=N/N=C/c1ccc(Cl)c([N+](=O)[O-])c1` : OX1R FRET antag = 45; STK33 kinase inh = 0.3
# Listed for `CCOc1cc(N2CCOCC2)c(OCC)cc1NC(=O)CSc1ncccc1C(=O)O` : OX1R FRET antag = 22; STK33 kinase inh = -0.5

# (further entries)
SMILES,OX1R FRET antag,STK33 kinase inh
CCOc1cc(S(=O)(=O)NCc2ccccn2)ccc1Cl,0,-1.7
c1ccc(-c2ccc(-c3nc(-c4cccnc4)no3)cc2)cc1,32,-1.3
CC(=O)Nc1ccc(OCc2nnc(-c3ccc(Cl)cc3)o2)cc1,19,0.1
COc1cc(NC(=O)CSc2nc3c(c(=O)n(C)c(=O)n3C)n2C)cc(OC)c1,35,-1.9
CCC(=O)Nc1nc2nc(C)cc(=O)n2[nH]1,4,-5.3
Cc1cc(S(=O)(=O)NCC(C)C)ccc1OCC(=O)NC1CC1,17,-3.9
O=C(O)CC12CC3CC(C1)CC(n1ncc(NCc4ccccc4)c(Cl)c1=O)(C3)C2,19,-1.9
Cc1cc(C#N)c2ccccc2n1,-4,-0.1
Cc1ccccc1C(=O)N/C(=C/c1ccc(-c2cccnc2Cl)o1)C(=O)NCCCN1CCN(C)CC1,12,-1.3
CCC(C)N1C(=O)CCC1C(=O)N1CCN(c2ccc(F)cc2)CC1 (stereo unspecified),4,1.4
N#Cc1cc([N+](=O)[O-])ccc1Oc1ccc(-c2nnco2)cc1,79*,-1.8
Cc1nc(C)c(C(=O)OCC(=O)Nc2cccc(C)c2C)s1,1,-0.6
Cn1c2ccccc2n2c(=O)c(=O)n(CC(=O)c3ccc(Cl)cc3)nc12,7,-2.7
COc1ccc(CC2(CO)CCN(S(=O)(=O)c3cccc4cccnc34)CC2)cc1,5,-0.8
COc1ccc(NC(=O)c2ccc(-n3cncn3)c([N+](=O)[O-])c2)cc1,20,-3.2
O=C(N/N=C/c1cccc(O)c1)C(=O)N1CCCCCC1,16,0.5
Cc1ccc(S(=O)(=O)N(C)C[C@@H]2Oc3ccc(NC(=O)CCC(F)(F)F)cc3CC(=O)N([C@@H](C)CO)C[C@@H]2C)cc1,13,0.3
O=C(N/N=C/c1ccc(Cl)cc1)c1nc2ccc([N+](=O)[O-])cc2c(=O)[nH]1,34,0.3
C=CC[C@H](CC(=O)NCCO)C(=O)N[C@@H](C)COC(=O)[C@@H](CC=C)CC(=O)OC(C)(C)C,3,-0.9
COc1cc(/C(C#N)=C/c2cccc3ccccc23)c([N+](=O)[O-])cc1OC,12,-2.6
CCOc1ccccc1NC(=O)C(CC)Sc1nc2ccncc2[nH]1 (stereo unspecified),12,0.7
O=C(Nc1ccc(Cl)cc1)OCc1ccccn1,21,-3.9
COc1ccc(NC(=O)C(=O)NCCC2CCCCN2S(=O)(=O)c2ccccc2)cc1 (stereo unspecified),11,-0.1
CCCS(=O)(=O)N1CCC(C(=O)NCc2ccc3c(c2)OCO3)CC1,-6,0.2
COc1cc(CN2CCN(C(=O)c3ccc(-c4ccccc4)cc3)CC2)cc(OC)c1OC,4,-2.0

# Structures listed above marked active in OX1R FRET antag:
SMILES,OX1R FRET antag,STK33 kinase inh
Cc1cnc2cc([N+](=O)[O-])ccc2n1,101*,-1.3
N#Cc1cc([N+](=O)[O-])ccc1Oc1ccc(-c2nnco2)cc1,79*,-1.8

# (more compounds)
SMILES,OX1R FRET antag,STK33 kinase inh
CCn1c(COc2ccccc2OC)nnc1SCC#N,10,-0.2
O=[N+]([O-])c1cccc(-c2noc(-c3ccco3)n2)c1,11,0.2
COc1ccc(S(=O)(=O)N2CCOCC2)cc1NC(=O)CSc1ncccn1,7,-1.1
CCCC(=O)n1nc(NCc2ccc(OC)cc2)nc1NCc1ccc(OC)cc1,4,-1.7
Cc1cc(C)nc(SCc2nc(N)nc(-c3ccccc3O)n2)n1,55*,-0.9
CCN(CC)C(=O)Cn1cc(SCC(=O)Nc2cc(C)on2)c2ccccc21,-1,0.0
Cc1oc(-c2cccc(Cl)c2)[n+]([O-])c1C,16,0.7
CC(OC(=O)c1cc(=O)[nH]c2ccccc12)c1ccccc1 (stereo unspecified),6,-0.5
CCNC(=S)N(Cc1cc2c(C)ccc(C)c2[nH]c1=O)C1CCCC1,12,-0.7
CCn1nnnc1SCC(=O)N1c2ccccc2NC(=O)CC1C (stereo unspecified),9,-0.4
O=C(CN1C(=O)CSc2ccc(S(=O)(=O)N3CCOCC3)cc21)NCCCN1CCc2ccccc2C1,21,-0.3
COc1ccc(NC(=S)Nc2ccc(F)cc2)c(OC)c1,26,-0.2
Cc1ccc(NC(=O)c2ccc(OCc3c(C)noc3C)cc2)c(C)c1,3,-2.2
OCCC1CN(Cc2cccn2-c2cccnc2)CCN1C1CCCCC1 (stereo unspecified),2,0.0
Cn1c(C(=O)O)c(CC(=O)Nc2ccc3c(c2)OCCO3)c2ccccc21,13,-2.9
O=C(Nc1ccccc1-c1ccccc1)NC1CC2CCCC(C1)N2CCc1ccccc1 (stereo unspecified),10,-0.2
NC(=O)C1CCN(c2nc(-c3cccnc3)cs2)CC1,25,-1.0
CN(C)C(CNc1ccc(S(C)(=O)=O)cc1[N+](=O)[O-])Cc1ccccc1 (stereo unspecified),43*,-0.6
Cc1sc(-n2c(C)ccc2C)c(C#N)c1C,7,1.4
CC1CCc2sc(C(=O)NN=C3CCC(c4ccccc4)CC3)cc2C1 (stereo unspecified),11,0.8
Cc1cc(C(=O)COc2ccc(-c3nnco3)cc2)c(C)n1Cc1ccccc1,18,0.0
COC(=O)c1cc(C(=O)OCC(=O)NC2CCCCCCC2)cc([N+](=O)[O-])c1,18,/
CCOC(=O)N1CCN(C(=O)CSc2nnc(CNC(=O)c3ccccc3F)o2)CC1,13,-0.9
Cc1ccc(NC(=O)c2csc3c2CCCC3)cc1,35,-1.0
C=CCNC(=O)CCCOc1cccc(C)c1,5,-2.0

# Carrying on.
SMILES,OX1R FRET antag,STK33 kinase inh
COCCOC(=O)c1c(C)n(C)c2ccc(OC(=O)N3CCOCC3)cc12,5,/
C=CC[C@@H](CC(=O)N(CCO)Cc1ccccc1)C(=O)N[C@H](COC(=O)[C@@H](CC=C)CC(=O)OC(C)(C)C)Cc1c[nH]c2ccccc12,3,-2.0
CCN1CCC(NC(=O)Nc2cccc(C(F)(F)F)c2)CC1,8,-3.7
C/C(=N\OC(=O)Nc1ccccc1)c1cnn(-c2cc(C(F)(F)F)cc(C)n2)c1C,2,-1.9
COc1ccc(C(=O)NNC2=CC(=O)CC(C)(C)C2)cc1,28,-1.8
Cn1c(CS(=O)Cc2c(Cl)cccc2Cl)nnc1SCc1c(Cl)cccc1Cl (stereo unspecified),14,-1.6
CCNc1nc(NC(C)CC)nc(ON=C(C)C)n1 (stereo unspecified),21,-0.2
O=C(Nc1cccc(C(=O)N2CCOCC2)c1)c1ccccc1Cl,23,-0.4
CCOC(=O)C(Cc1ccccc1)c1ccnc2ncnn12 (stereo unspecified),8,-2.2
Cc1c(Cl)c(C(F)(F)F)nn1CC(=O)NCc1ccccc1,14,-1.4
CC(=O)Nc1ccc(NC(=O)C2CCCN2S(=O)(=O)c2cccc3nsnc23)cc1 (stereo unspecified),80*,0.3
Cc1nn(CCc2nn[nH]n2)c2nc(-c3ccc(C4CCCCC4)cc3)cc(C(F)(F)F)c12,11,-0.8
CC(Cc1cccs1)NC(=O)CCCn1nnnc1CN1CCOCC1 (stereo unspecified),1,0.5
CN(Cc1cccc(F)c1)C(=O)c1ccccc1Sc1ccccc1C#N,41,-1.5

# An excerpt from above in order of count of non-hydrogen atoms, ascending.
SMILES,OX1R FRET antag,STK33 kinase inh
CCNc1nc(NC(C)CC)nc(ON=C(C)C)n1 (stereo unspecified),21,-0.2
CCOC(=O)C(Cc1ccccc1)c1ccnc2ncnn12 (stereo unspecified),8,-2.2
O=C(Nc1cccc(C(=O)N2CCOCC2)c1)c1ccccc1Cl,23,-0.4
Cc1nn(CCc2nn[nH]n2)c2nc(-c3ccc(C4CCCCC4)cc3)cc(C(F)(F)F)c12,11,-0.8
